TDP1 cell noCPT: qHTS for Inhibitors of human tyrosyl-DNA phosphodiesterase 1 (TDP1): qHTS in cells in absence of CPT. DT40 Tdp1-/- hTDP1 cells, no CPT, ATP luminescence, 48 h. Potency, µM (top dose mostly 46.2 µM), for the others: at the top dose activity change, negative = growth inhibition, actives largely listed as inhibitors. 420,000 compounds, 15% hits; further: nearly all actives have a fitted effect of over 55% in size
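Growth of hTDP1-complemented DT40 Tdp1-knockout cells is measured by ATP luminescence after at least 48 hr compound exposure at 37 °C, with DMSO substituting for the 20 nM CPT used in the parallel screen.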
GCN5L2 inh: blocks human GCN5L2 histone acetyltransferase; Q92830; GCN5L2 HAT assay, ThioGlo1 CoA-SH fluorescence; Potency, µM (series often up to 58.9 µM), without a hit: at the top dose activity change, negative = inhibition, usual class: inhibitors; 390,000 compounds, 0.21% hits; AID 504327
Target sequence (Q92830 whole entry, looked up): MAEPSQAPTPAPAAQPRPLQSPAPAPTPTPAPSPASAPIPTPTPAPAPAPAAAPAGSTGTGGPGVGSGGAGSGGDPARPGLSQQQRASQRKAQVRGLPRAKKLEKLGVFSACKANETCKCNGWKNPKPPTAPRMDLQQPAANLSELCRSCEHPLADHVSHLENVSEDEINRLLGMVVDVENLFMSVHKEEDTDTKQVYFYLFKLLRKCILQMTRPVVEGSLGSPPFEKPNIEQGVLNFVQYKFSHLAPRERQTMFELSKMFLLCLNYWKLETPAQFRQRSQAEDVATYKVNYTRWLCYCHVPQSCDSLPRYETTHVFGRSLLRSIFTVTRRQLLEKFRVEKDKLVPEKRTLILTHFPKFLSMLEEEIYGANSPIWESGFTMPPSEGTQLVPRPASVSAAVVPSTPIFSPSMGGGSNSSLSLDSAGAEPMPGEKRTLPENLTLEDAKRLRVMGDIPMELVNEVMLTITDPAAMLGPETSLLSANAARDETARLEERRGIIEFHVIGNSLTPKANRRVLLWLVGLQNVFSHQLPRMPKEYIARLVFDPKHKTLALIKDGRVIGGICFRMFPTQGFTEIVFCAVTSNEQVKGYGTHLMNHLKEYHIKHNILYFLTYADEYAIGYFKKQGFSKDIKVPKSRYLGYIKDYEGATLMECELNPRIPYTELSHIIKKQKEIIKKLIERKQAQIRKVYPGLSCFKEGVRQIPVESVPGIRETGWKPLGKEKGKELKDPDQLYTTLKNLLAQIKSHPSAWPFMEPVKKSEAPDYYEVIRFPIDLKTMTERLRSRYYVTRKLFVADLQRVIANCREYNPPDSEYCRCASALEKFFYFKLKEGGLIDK
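Fluorescence readout, Ex340nm/Em540nm: ThioGlo1 (50uM final) reacts with free CoA thiol released as 20nM GCN5L2 acetylates H3(1-25) peptide (75uM) using acetyl-CoA (70uM). Compound and enzyme sat 15 min beforehand; 20 min room-temperature reaction.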
DT40 TDP1 CPT: growth inhibition of DT40 Tdp1-/-;hTDP1 cells with camptothecin (screen for TDP1 inhibitors). Potency, µM (top dose mostly 46.2 µM), for the others: at the top dose activity change, negative = growth inhibition, actives largely listed as inhibitors. chicken DT40 Tdp1-/-;hTDP1 cells + 20 nM CPT, ATP luminescence, 48 h. 420,000 compounds, 12% hits; further: nearly all actives have a fitted effect of over 55% in size
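Chicken DT40 Tdp1-/- cells complemented with human TDP1, 400 cells/well, exposed to compounds plus 20 nM camptothecin for at least 48 h at 37 C; viability read as ATP content by CellTiter-Glo luminescence.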
* = called active by the depositor; ? = inconclusive; . = no result given. The call rests on the fitted dose curve; in most records, active means well fitted curve in the direction sought with a large enough effect; inconclusive means small, poorly fitted or top-dose-only effect, or another doubt; inactive means no such curve, though single readings can be large; an effect the other way counts as inactive or inconclusive. On the % scale 0 is the no-effect control and ±100 the full control effect; potency means the concentration at half of the fitted maximal effect.

No. | mol | TDP1 cell noCPT | GCN5L2 inh | DT40 TDP1 CPT
1 | CCCC[C@H]1COCCS(=O)(=O)N1Cc1ccc(F)cc1 | ? | -0.2% | ?
2 | CCN(C)C1CN(Cc2cn(Cc3ccc(C)cc3)nn2)S(=O)(=O)C1 (centres undefined) | -18.1% | . | 0.0%
3 | Cc1ccc(C(=O)N2CCCC(C(=O)c3ccc(Cl)cc3C)C2)cn1 (centres undefined) | 20.6µM* | 1.1% | -29.3%
4 | Nc1nc2c(s1)CCc1ccccc1-2 | 4.3% | 0.4% | -15.1%
5 | CC(=O)Nc1nc2c(s1)CCc1ccccc1-2 | 1.2% | -5.0% | 25.9%
6 | CCc1cc(Cl)c(OC)c(C(=O)NC[C@@H]2CCCN2CC)c1O | 25.9µM* | 8.4% | ?
7 | Cc1oc(-c2ccccc2)nc1CNS(=O)(=O)c1ccc(Cl)cc1 | -30.0% | -3.5% | ?
8 | Cc1cc(C)nc(N/N=C/C(Cl)=C/c2ccccc2)n1 | -22.8% | -2.5% | ?
9 | CCOc1cc(C(=O)Nc2cccnc2)cc(OCC)c1OCC | ? | 1.1% | ?
10 | Cc1cccc(OCCn2c(CCCO)nc3ccccc32)c1 | -3.8% | 1.1% | 0.4%
11 | COc1cc(NC(=O)c2ccc(Br)cc2)c(OC)cc1NC(=O)c1ccccc1 | ? | -0.7% | -19.4%
12 | O=C(c1ccc(Cl)cc1)C1CCCN(C(=O)c2csnn2)C1 (centres undefined) | ? | -5.0% | -9.2%
13 | N#CC1=C(N)Oc2cc(N)ccc2C1c1ccccc1F (centres undefined) | 8.2µM* | 16.9% | 7.31µM*
14 | CCOc1ccccc1NC(=O)COC(=O)CN(C)S(=O)(=O)c1ccc(C)cc1 | ? | -10.8% | ?
15 | CCC(C)c1ccccc1NC(=O)C(C)OC(=O)c1ccco1 (centres undefined) | -0.5% | -3.4% | 14.0%
16 | NC(=O)C1(Nc2ccc(C(=O)O)cc2)CCCC1 | -2.6% | . | 2.9%
17 | COc1ccccc1C(=O)NCC(=O)OCC(=O)c1ccc(Cl)s1 | -2.9% | -3.8% | 7.4%
18 | COc1ccc(C(=O)N(CCc2ccccc2)Cc2ccccc2)cc1S(=O)(=O)N1CCOCC1 | 16.4µM* | -0.1% | 23.1µM*
19 | Cc1ccccc1S(=O)(=O)NC(=O)C1(C)CCN1C(=O)CCc1cccs1 (centres undefined) | -14.1% | . | -13.2%
20 | C=Cc1cccc(NC(=O)c2ccc(NC(=O)c3ccco3)cc2)c1 | 6.51µM* | -4.2% | 14.6µM*
21 | CCN1CCN(CCc2nc3cc(NC(=O)COc4ccc(Cl)cc4)ccc3n2C)CC1 | ? | -2.9% | ?
22 | CN(C)c1ccc(/C=N/N(CCC(=O)NC(C)(C)C)C2=NS(=O)(=O)c3ccccc32)cc1 | ? | -0.8% | 0.5%
23 | O=C(CCCl)Nc1cc(SCCO)cc([N+](=O)[O-])c1 | -16.6% | -6.4% | ?
24 | COc1ccc(C(=O)CCC(C)(C)[N+](=O)[O-])cc1OC | 15.3% | -2.3% | 9.6%
25 | CCC1=NN(C(=O)c2ccc(Cl)cc2)C(O)(c2ccccc2)C1 (centres undefined) | ? | -18.3% | 23.1µM*
26 | COc1cc(C(=O)N/N=C/C2CC=CCC2)cc(OC)c1OC (centres undefined) | -7.5% | -5.9% | -6.5%
27 | Cc1cccc2sc(N(CCN3CCOCC3)C(=O)CCS(=O)(=O)c3ccccc3)nc12 | 20.6µM* | -10.8% | 16.4µM*
28 | COc1ccc(NC(=S)NC(C)C(c2ccccc2)N2CCOCC2)cc1 (centres undefined) | -27.7% | -4.6% | ?
29 | COc1ccc(OC)c(-c2noc(N3CCN(c4cc(Cl)ccc4C)CC3)n2)c1 | 25.9µM* | -7.8% | ?
30 | CC(=O)OCC(OC(C)=O)C(OC(C)=O)C(OC(C)=O)C(=O)Nc1ccc(C)cc1 (centres undefined) | -11.0% | -12.7% | -0.4%
31 | COc1ccc(S(=O)(=O)Oc2ccc(C(=S)N3CCOCC3)cc2OC)cc1 | ? | -11.9% | ?
32 | Cc1ccc(Cl)cc1N1CCN(C(=O)c2ccc(NC(=O)c3nsc4ccccc34)cc2)CC1 | 18.4µM* | -9.2% | ?
33 | CCOCCCNC(=O)C1(O)c2cc(Br)ccc2NC(=O)N1c1ccc(OCC)cc1 (centres undefined) | -1.4% | 1.5% | -10.7%
34 | Cc1ccccc1NS(=O)(=O)c1ccc2[nH]cc(C(=O)NC3CCCCC3)c(=O)c2c1 | ? | -6.1% | ?
35 | CCc1ccccc1NC(=O)CN(C)C(=O)Cn1ncc(Cl)c(Cl)c1=O | 6.51µM* | -3.6% | 5.8µM*
36 | COc1cccc(-c2nc3c(c(C)nn3-c3ccccc3)c3cc(OC)c(OC)cc23)c1 | -15.5% | 1.8% | -8.4%
37 | Cn1cnnc1Sc1ccc(C(=O)OCC(=O)NC2CC2)cc1[N+](=O)[O-] | 3.3% | -1.1% | ?
38 | O=C(NCCOc1nc(N2CCCCC2)nc(N2CCCCC2)n1)Nc1ccccc1 | 23.1µM* | -23.1% | ?
39 | O=C(CN1CCCCCC1)Nc1ccccc1F | 8.4% | ? | 6.3%
40 | CCCC(=O)Nc1c(C)n[nH]c1C | ? | -8.0% | -17.0%
41 | COCCNC(=O)c1cccc(OC2CCN(Cc3ccc(C(C)C)cc3)CC2)c1 | ? | -1.8% | ?
42 | COc1ccccc1/C=c1/[nH]c(=O)/c(=C\c2ccccc2OC)[nH]c1=O | ? | . | ?
43 | O=C(Nc1ccc2[nH]c(=S)sc2c1)c1ccccc1 | -5.2% | 0.5% | 11.6%
44 | O=C(CC(c1cccs1)N1Cc2ccccc2C1=O)Nc1ccc(F)cc1F (centres undefined) | 16.4µM* | -2.1% | 20.6µM*
45 | Cc1nc(N2CCCC2)c2ccsc2n1 | -25.8% | -3.7% | -20.5%
46 | COc1cccc(Cn2c(=O)c(-c3ccc(F)cc3)nc3cnc(OC)nc32)c1 | 1.0% | -2.3% | 6.0%
47 | Cc1cc2c(cc1C)C(=O)NC(C)(C)C2 | -28.4% | . | -25.3%
48 | Cc1cccc(C2CC3(CC(C)(C)NC(=S)N3)Oc3cc(O)ccc32)c1 (centres undefined) | 13µM* | -7.3% | 20.6µM*
49 | COC(=O)c1nc2n(n1)C(c1cccc(Cl)c1)C1=C(CCCC1=O)N2 (centres undefined) | -12.6% | -3.8% | -23.9%
50 | CCOC(=O)c1c(C)[nH]c(CCC(=O)NCCCN2CCN(c3ccc(F)cc3)CC2)c1C | 10.3µM* | -2.7% | 20.6µM*
51 | CCc1nc(Sc2nc(C)cc(C)n2)c2oc3ccccc3c2n1 | 20.6µM* | -1.5% | ?
52 | CCCCn1c(N)c(N(C)C(=O)c2ccc(Br)o2)c(=O)[nH]c1=O | 0.6% | -0.9% | -14.9%
53 | O=C(Nc1cccc(C(F)(F)F)c1)/C(=C/c1ccco1)NC(=O)c1cccs1 | -12.9% | -7.9% | -11.4%
54 | COc1ccc(N2C(=O)C3C(C2=O)C(C(=O)c2ccc(Cl)cc2)N2CCCC32)cc1 (centres undefined) | ? | -20.3% | ?
55 | COc1cc(NC(=O)Nc2ccccc2OC)c(OC)cc1NC(=O)CN1CCCCC1 | ? | -5.6% | ?
56 | COc1ccccc1NC(=O)CNC(=O)c1ccc(Br)o1 | -10.2% | -7.7% | 9.8%
57 | CCOC(=O)C1=CCN(S(=O)(=O)c2ccccc2C)C1c1cccc(C)c1 (centres undefined) | ? | . | ?
58 | CCC[C@@H](CN1CCC[C@H]1CN1C(N)=NC[C@H]1CC(C)C)N1C[C@@H](Cc2ccccc2)N(CCc2ccc(Cl)c(Cl)c2)C1=N | ? | -3.6% | 20.6µM*
59 | CCOc1ccc(C(=O)NCC(=O)OCc2csc(-c3ccccc3)n2)cc1 | 0.8% | -1.5% | -4.3%
60 | c1ccc(OCCN2CCNCC2)cc1 | -5.0% | . | -9.6%

Later entries:
No. | mol | TDP1 cell noCPT | GCN5L2 inh | DT40 TDP1 CPT
61 | CCCCCNC(=O)c1ccc(NC(=O)CC2SC(N3CCCC3)=NC2=O)cc1 (centres undefined) | -20.7% | . | -20.2%
62 | CN1CCN(C(=O)/C(=C\c2cccc([N+](=O)[O-])c2)NC(=O)c2cccs2)CC1 | 3.8% | -2.3% | 17.8%
63 | Cc1nnc(SCC(=O)NCc2ccc3c(c2)OCO3)[nH]c1=O | -13.4% | -6.5% | -4.8%
64 | CCCOc1ccc(C2=NC(c3ccncc3)=Nc3ccc(C)cc3N2)cc1 | ? | -5.6% | ?
65 | Cc1cc(NC(=O)CN(c2cccc(C)c2C)S(=O)(=O)c2ccccc2)ccc1Br | 16.4µM* | -12.9% | 18.4µM*
66 | Cc1ccc(-c2nn(-c3ccccc3)cc2/C=N/NS(=O)(=O)c2ccccc2)cc1 | ? | -14.2% | 29.1µM*
67 | Cc1c(NC(=O)c2cc(-n3cnnc3)ccc2Cl)cccc1-c1nc2ccccc2o1 | ? | 0.6% | -13.3%
68 | N#Cc1c(NC(=O)CSc2ncn(-c3ccccc3)n2)sc2c1CCCC2 | ? | -4.5% | -26.3%
69 | CCSc1nc(C)cc(Oc2ccc(=O)n(C)n2)n1 | -2.6% | -0.9% | -8.6%
70 | CCn1c(SCC(=O)Nc2cc(C)ccc2C)nc2c(c1=O)SC(C)C2 (centres undefined) | -24.4% | -6.4% | -0.4%
71 | Cc1ccc(NC(=O)C(=O)NCC2CCCO2)cc1C (centres undefined) | 22.5% | -3.4% | -2.9%
72 | CN(C)c1ccc(/C=N/NC(=O)c2cccc(C(=O)N/N=C/c3ccc(N(C)C)cc3)n2)cc1 | -17.7% | -8.8% | 2.1%
73 | CC(=O)N(C)C[C@H]1Oc2ncc(Br)cc2C(=O)N([C@H](C)CO)C[C@@H]1C | -1.1% | . | 5.8%
74 | C=CCn1c(SCCN2CCCC2)nc2c([nH]c3ccccc32)c1=O | -51.1% | 0.9% | 10.7%
75 | Oc1ccccc1C1=Nc2ccccc2N=C(c2ccco2)C1 | -14.6% | -29.5% | ?
76 | COC(=O)c1[nH]c2ccccc2c1NC(=O)CN1CCN(c2cccc(OC)c2)C(C)C1 (centres undefined) | 18.4µM* | -0.4% | 23.1µM*
77 | Cc1ccc2c(CC(=O)OCc3cc(=O)n4c(n3)sc3ccccc34)coc2c1 | -26.1% | -13.6% | -4.1%
78 | O=C(c1ccc(Cn2cnnn2)cc1)N1CCOc2ccc(C(O)C3CCCCC3)cc2C1 (centres undefined) | ? | . | ?
79 | O=C(O)CCCC(=O)N1CCCC1 | 15.3% | 0.0% | 2.5%
80 | Cc1cc2c(cc(C(=O)OC(C(=O)NCc3ccco3)C(C)C)n2C)o1 (centres undefined) | 18.4µM* | -4.2% | 25.9µM*

Compound profiles (already shown). Order of values: TDP1 cell noCPT | GCN5L2 inh | DT40 TDP1 CPT
O=C(O)CCCC(=O)N1CCCC1 is listed as 15.3% | 0.0% | 2.5%
COC(=O)c1[nH]c2ccccc2c1NC(=O)CN1CCN(c2cccc(OC)c2)C(C)C1 (centres undefined) is listed as 18.4µM* | -0.4% | 23.1µM*
C=CCn1c(SCCN2CCCC2)nc2c([nH]c3ccccc32)c1=O is listed as -51.1% | 0.9% | 10.7%
Cc1cc(NC(=O)CN(c2cccc(C)c2C)S(=O)(=O)c2ccccc2)ccc1Br is listed as 16.4µM* | -12.9% | 18.4µM*

(listing goes on)
No. | mol | TDP1 cell noCPT | GCN5L2 inh | DT40 TDP1 CPT
81 | CN(Cc1ccccc1)C(=O)c1ccc2sc([C@H]3C[C@H](O)[C@@H](CO)O3)nc2c1 | 5.6% | . | -17.4%
82 | Cc1ccc(N(CC(=O)NC2CCCC2)C(=O)CCC(=O)Nc2ccccn2)cc1C | -17.5% | -19.1% | -19.3%
83 | Cc1cccc(C(=O)NCCc2nc3ccccc3n2Cc2ccccc2Cl)c1 | ? | -3.5% | ?
84 | Cc1ccc(NC(=S)NCc2ccc3c(c2)cc(C)n3C)c(C)c1 | 23.1µM* | -7.9% | 23.1µM*
85 | CCOc1ccccc1NC(=O)Cn1c(=O)nc(-c2ccccc2F)c2cc(Cl)ccc21 | 20.6µM* | 3.1% | ?
86 | O=C(NCCO)N1c2ccccc2Sc2ccccc21 | 5.4% | -0.1% | 26.8%
87 | CCC(=O)Nc1ccc(NC(=O)CSc2nnc(-c3ccc(O)cc3)n2CC2CCCO2)cc1 (centres undefined) | 0.9% | -8.3% | 10.6%
88 | CC(CCc1ccccn1)C(=O)c1ccccc1 (centres undefined) | 4.4% | . | 7.8%
89 | c1coc(CNc2nc[n+]3c4c2ncn4CC3)c1 | -21.4% | . | -21.0%
90 | Cc1cc2c(c(-c3ccc(Cl)cc3)c1)OC(CNC(=O)CCC(=O)N(C)C)C2 (centres undefined) | ? | . | ?
91 | CSc1ccccc1OCc1cc(C(=O)N(C)Cc2cnccn2)no1 | 11.1% | 1.7% | -6.2%

Bioassay records as filed in PubChem BioAssay.
